# PAFAH2 inh = inhibitors of human PAFAH2 | AID 492956 | recombinant PAFAH2, FP-rhodamine activity probe, fluorescence polarization | inhibition, % at 3.39 µM | actives 0.99% (n = 340,000);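 active = inhibition above the mean over all tested compounds plus 3 SD, cut at about 30% in these data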;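 note: inhibitors block probe labeling of enzyme so polarization drops; 0% = enzyme with DMSO and 100% = wells lacking PAFAH2 protein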
# LYPLA2 counter = LYPLA2 (human) inhibition in PME1 counter-screen | O95372 | recombinant LYPLA2, FP-Rh probe fluorescence polarization | inhibition, % at 5.9 µM | actives 0.38% (n = 320,000) | AID 2177;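 active = inhibition above the screen-wide mean plus 3 SD, limit set per campaign, cut at about 26% in these data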;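 note: 0% = LYPLA2 with DMSO and 100% = wells lacking LYPLA2 enzyme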
# pPAFAH FP inh = pPAFAH (human) enzyme inhibition; inhibition, % at 3.39 µM; recombinant pPAFAH, FP-rhodamine probe fluorescence polarization; actives 1.5% (n = 330,000);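 active = inhibition above the mean inhibition across the screen plus 3 SD, cut at about 25% in these data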;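 note: inhibitors block binding of the rhodamine activity-based probe so polarization drops; 0% = enzyme with DMSO and 100% = wells lacking pPAFAH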
# Target sequence (Q13093 whole entry, looked up): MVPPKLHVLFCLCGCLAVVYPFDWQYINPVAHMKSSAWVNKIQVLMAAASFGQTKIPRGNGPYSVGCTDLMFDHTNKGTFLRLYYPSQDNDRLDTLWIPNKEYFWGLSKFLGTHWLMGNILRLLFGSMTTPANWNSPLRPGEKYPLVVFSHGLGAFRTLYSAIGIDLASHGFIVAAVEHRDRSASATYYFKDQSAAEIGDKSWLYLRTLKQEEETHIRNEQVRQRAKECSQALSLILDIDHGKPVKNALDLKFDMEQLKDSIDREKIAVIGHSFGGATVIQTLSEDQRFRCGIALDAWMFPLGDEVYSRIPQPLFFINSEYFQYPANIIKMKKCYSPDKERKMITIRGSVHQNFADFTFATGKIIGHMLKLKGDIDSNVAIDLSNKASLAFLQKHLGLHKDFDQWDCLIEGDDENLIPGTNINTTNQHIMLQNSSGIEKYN
# GSTO1 inh = blocks human GSTO1 in RBBP9 counter-screen; P78417; recombinant GSTO1, activity-based probe fluorescence polarization; inhibition, % at 5.96 µM; actives 1.1% (n = 300,000); AID 1974;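 active = inhibition above the campaign mean inhibition plus 3 SD, cut at about 35% in these data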;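 note: 0% = GSTO1-1 with DMSO and 100% = wells lacking GSTO1-1 enzyme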
# PAFAH1B3 FP inh = inhibitors of human PAFAH1B3 | Q15102 | actives 0.28% (n = 340,000) | AID 492972 | recombinant PAFAH1B3, FP-rhodamine probe, fluorescence polarization | inhibition, % at 3.39 µM;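 active = inhibition above the screen-wide average of all tested compounds plus 3 SD, cut at about 25% in these data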;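 note: 0% = enzyme with DMSO only and 100% = wells lacking PAFAH1B3 protein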
# LYPLA1 counter = counter-screen for PME1 inhibitors: inhibitors of human LYPLA1 | O75608 | recombinant LYPLA1, FP-Rh probe fluorescence polarization | inhibition, % at 5.9 µM | actives 0.16% (n = 320,000);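 active = inhibition above the mean of all tested compounds plus 3 SD, set per campaign, cut at about 14% in these data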;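 note: inhibitors block serine hydrolase probe labeling of LYPLA1 so polarization falls; 0% = enzyme with DMSO and 100% = wells lacking LYPLA1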
# Target sequence (O75608 whole entry, looked up): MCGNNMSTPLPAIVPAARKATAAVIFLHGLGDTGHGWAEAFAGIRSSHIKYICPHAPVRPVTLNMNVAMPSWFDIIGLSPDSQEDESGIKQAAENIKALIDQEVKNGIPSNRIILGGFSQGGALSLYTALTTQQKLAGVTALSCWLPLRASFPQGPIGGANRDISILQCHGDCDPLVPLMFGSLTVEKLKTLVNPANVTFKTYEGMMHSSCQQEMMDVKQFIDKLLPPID
# PAD4 FP inh = inhibitors of human PAD4. recombinant PAD4, RCA probe fluorescence polarization. actives 0.41% (n = 330,000). inhibition, % at 6.36 µM;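 active = percent inhibition above a cutoff equal to the mean of all tested compounds plus 3 SD, cut at about 15% in these data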;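 note: 0% = PAD4 with RCA probe and DMSO and 100% = probe without PAD4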
# PAFAH1B2 inh = blocks human PAF acetylhydrolase 1b catalytic subunit 2. recombinant PAFAH1B2, FP-rhodamine activity probe, fluorescence polarization. inhibition, % at 3.39 µM. actives 1.2% (n = 340,000);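 active = inhibition above the mean of all tested compounds plus 3 SD, cut at about 24% in these data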;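 note: 0% = enzyme with DMSO and 100% = wells lacking PAFAH1B2; many of its hits are not listed in these tables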
# PME-1 primary = blocks human protein phosphatase methylesterase 1; Q9Y570; inhibition, % at 5.9 µM; actives 0.53% (n = 320,000); AID 2130; recombinant PME-1, FP-Rh probe fluorescence polarization;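 active = inhibition above the campaign mean of all compounds plus 3 SD, cut at about 26% in these data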;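 note: competitive labeling of PME-1 active site by serine hydrolase directed probe; 0% = PME-1 with DMSO and 100% = wells lacking PME-1 enzyme; inhibitors block probe labeling so polarization falls and inhibition rises; many of its hits are not listed in these tables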
# Target sequence (Q9Y570 whole entry, looked up): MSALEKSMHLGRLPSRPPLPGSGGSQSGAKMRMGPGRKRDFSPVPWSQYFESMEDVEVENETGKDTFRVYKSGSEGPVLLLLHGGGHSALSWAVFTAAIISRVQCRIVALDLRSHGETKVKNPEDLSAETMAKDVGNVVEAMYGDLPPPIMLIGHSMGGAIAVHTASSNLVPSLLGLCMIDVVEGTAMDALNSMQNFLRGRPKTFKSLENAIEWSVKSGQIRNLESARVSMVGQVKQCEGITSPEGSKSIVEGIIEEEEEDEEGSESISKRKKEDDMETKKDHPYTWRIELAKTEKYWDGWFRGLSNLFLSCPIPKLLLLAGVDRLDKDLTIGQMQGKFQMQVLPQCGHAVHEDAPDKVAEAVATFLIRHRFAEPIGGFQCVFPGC
# Starred values were filed as active, the others as inactive; . = no result given. Only part of the results is shown; rates above refer to the full screens.
molecule	PAFAH2 inh	LYPLA2 counter	pPAFAH FP inh	GSTO1 inh	PAFAH1B3 FP inh	LYPLA1 counter	PAD4 FP inh	PAFAH1B2 inh	PME-1 primary
CC1=NN(S(=O)(=O)c2ccc(Cl)cc2Cl)C(=O)c2ccccc2O1	-3	2	1	-2	0	-1	4	2	6
Cc1cc(C(=O)CSc2nnnn2C)c(C)n1Cc1ccco1	1	8	1	3	-3	3	-3	2	0
COc1ccc(OCCCC(=O)NCc2ccco2)cc1	-5	-1	0	5	4	1	-4	3	-4
N#CCCN(C(=O)COC(=O)c1cc(S(=O)(=O)N2CCOCC2)ccc1Cl)c1ccc(F)cc1	9	2	3	8	5	0	-2	6	1
COC(=O)C1CN(C(=O)COc2cc(C)c(Cl)c(C)c2)c2ccccc2O1 (configuration not stated)	0	-7	4	2	5	1	-1	4	-1
CCn1c(SCC(=O)c2ccc(NC(C)=O)c(OC)c2)nnc1-c1ccc(NS(C)(=O)=O)cc1	-10	0	1	1	9	0	-3	0	0
COC(=O)c1ccc(CSc2nnc(C)n2N)o1	2	-14	-10	-7	4	-8	7	6	-3
COc1cc2c(cc1OC)C(C)N(Cc1ccc3c(c1)OCO3)CC2 (configuration not stated)	-7	5	2	-4	12	1	-3	0	-7
Cc1ccc(N2CC(c3nc4ccccc4n3C)CC2=O)cc1C (configuration not stated)	-2	-1	6	1	8	0	1	8	-5
Cc1c(NC(=O)C(C)N2C(=O)c3ccccc3C2=O)c(=O)n(-c2ccccc2)n1C (configuration not stated)	4	-3	3	4	6	-2	-5	0	-2
O=C(N/N=C/c1sc(N2CCOCC2)nc1-c1ccccc1)c1ccc(O)cc1	4	0	13	-2	3	-1	-2	6	-5
CCS(=O)(=O)N1CCN(C(=O)c2ccc(-c3ccccc3)cc2)CC1	3	5	6	-11	-2	-1	3	5	-6
O=C(CSc1ccc(-c2ccco2)nn1)c1ccccc1	0	4	34*	5	4	3	2	-2	0
Cc1ccc(NC(=O)CCc2nnc3ccc(NCc4ccco4)nn23)nc1	1	-4	2	-1	4	-3	-3	-6	-7
S=C(NCCc1ccccc1)N1CCc2ccccc2C1	5	3	-3	-1	7	-2	1	0	-2
CCNCC(=O)Nc1c(C)cccc1C	0	0	-4	3	3	0	0	-4	-8
O=C(CSCCO)Nc1ccc([N+](=O)[O-])cc1	-3	-1	0	3	-3	2	-1	-7	-4
C[C@H](NC(=O)c1ccco1)C(=O)OCC(=O)N1CC(=O)Nc2ccccc21	-8	.	2	.	7	.	4	1	.
O=C(C1CCN(C2CCN(Cc3ccc4cc(F)ccc4n3)CC2)CC1)N1CCCC1	-3	-2	1	0	9	-1	-5	0	-4
COc1ccccc1NS(=O)(=O)c1c(C)nc2sccn2c1=O	0	-3	2	4	11	5	2	-3	0
CC(CNC(=O)c1ccc(N)cc1)NC(=O)c1ccc(N)cc1 (configuration not stated)	13	-1	2	-2	13	-1	0	2	-3
O=C(CNC(=O)c1cccc(F)c1)N/N=C/c1cccs1	0	-2	4	8	2	-3	-3	5	0
COc1cc(NC(=O)CSc2nc3cc(C)ccc3cc2C)c(C(=O)O)cc1OC	3	-3	9	-7	-1	-1	-1	5	1
CCOC(=O)C1(Cc2ccccc2)CCCN(C(=O)c2cn[nH]c2)C1 (configuration not stated)	3	-4	4	6	5	-3	3	0	-7
N=C1CCCN1CC(=O)c1ccc(Br)cc1	0	3	0	1	-2	0	1	5	7
Cc1ccc(-n2ccc(=O)c(C(=O)Nc3ccc(S(=O)(=O)Nc4nccs4)cc3)n2)cc1	2	2	14	-2	6	-2	-6	-1	6
CCOc1ccccc1Nc1cc(C)nc2nnnn12	3	-2	5	-3	10	1	-8	4	2
COc1ccc(C(=O)CN2C(=O)NC3(CCCCC3)C2=O)cc1OC	7	1	-3	2	4	4	-8	6	-5
Cc1cc(C(F)(F)F)nn1CC(=O)NNC(=S)Nc1cccc(Cl)c1	5	1	13	7	6	2	-6	3	-2
CCCCN(C(=O)c1ccc(C)o1)c1c(N)n(CCCC)c(=O)[nH]c1=O	3	4	-1	16	0	-2	0	0	1
CN(CC(=O)Nc1ccc(F)cc1)C(=O)COC(=O)/C=C/c1ccccc1[N+](=O)[O-]	1	7	5	.	2	-2	-3	3	6
CN(C)CCSc1nc(-c2ccccc2)nc2c1CCC2	1	1	1	4	0	2	4	-2	2
CC(=O)Nc1ccc(NC(=O)C(C)OC(=O)/C=C/c2cn(-c3ccccc3)nc2-c2cccnc2)cc1 (configuration not stated)	-6	-1	3	-5	-15	-5	3	3	-19
Cc1c(OC(C)C(=O)NCC(O)c2ccccc2)ccc2c3c(c(=O)oc12)CCCC3 (configuration not stated)	8	1	4	-10	-3	-1	5	3	0
O=CN1CCN(C(C(=O)NC2CCCC2)c2ccc(Cl)cc2)CC1 (configuration not stated)	9	5	0	-7	4	2	-4	4	-1
CCC(C(=O)NCc1ccco1)n1nc(C)c2c(C)n(-c3ccc(C)cc3)nc2c1=O (configuration not stated)	2	-5	-3	-3	4	-1	-3	-2	-2
COc1cccc(-c2cc(C(=O)N3CCN(S(=O)(=O)c4ccccc4)CC3)[nH]n2)c1	5	2	-1	4	2	-1	-6	5	-1
CC(=O)c1ccc(N2CCN(C(=O)c3ccc4nc[nH]c4c3)CC2)cc1	-2	1	0	-3	5	1	1	1	2
CN(CC(=O)Nc1cccc(S(=O)(=O)N(C)C)c1)Cc1ccccc1	-1	0	0	4	-5	-2	3	9	4
CCCCn1c(N)c(N(CCC(C)C)C(=O)COC(=O)c2ccco2)c(=O)[nH]c1=O	2	5	3	2	3	-2	-3	-4	-2
CC(C)Oc1ccc(CCC(=O)N/N=C/c2ccc3c(c2)OCO3)cc1	6	8	24	25	10	-1	1	1	41*
CCOc1ccc(CN2CCN(CC3=Cc4cccc(OC)c4OC3)CC2CCO)cc1 (configuration not stated)	-1	0	-1	-1	8	2	-2	5	-3
O=c1[nH]c(-c2ccccc2O)nc2c1CCCC2	8	2	8	8	9	0	-7	-1	-5
COc1ccc(S(=O)(=O)N2CCCCCC2)cc1C(=O)NCCOc1ccc(C)cc1	5	4	0	-5	1	-1	-2	8	28*
C=CCOc1ccccc1OCC(O)CNC(C)C (configuration not stated)	-3	0	-7	1	6	0	-9	3	-1
CCn1c(O)c(N=NC(=O)CNC(=O)c2ccco2)c2ccccc21	13	-4	-3	-1	6	-3	-3	-1	6
COC(=O)c1ccc(CSc2nnc(-c3ccncc3)n2Cc2ccccc2)o1	5	-7	0	9	4	-2	-4	1	6
CC(CC(=O)O)CC(=O)Nc1cc([N+](=O)[O-])ccc1O (configuration not stated)	6	1	-1	8	4	5	-5	-1	3
CCOC(=O)N1CCC(N2C(=O)c3ccccc3C2=O)CC1	4	1	-1	3	-5	1	-6	4	-2
O=C1C(=O)N(Cc2cccnc2)C(c2cccc(O)c2)/C1=C(\O)c1ccc2c(c1)OCCO2 (configuration not stated)	1	-1	6	0	3	3	1	1	-7
CN(C)CCNc1oc(-c2cccc(Cl)c2)nc1C#N	12	6	4	-2	2	1	0	6	7
Cc1ccc(/C=N\NC(=O)CNC(=O)C23CC4CC(CC(C4)C2)C3)o1	-1	2	1	-15	4	0	-4	1	-8
COc1cc(C)c(CN2CCCCC2CO)cc1C (configuration not stated)	-1	-2	1	3	6	-3	-1	-2	6
CC(=O)NC(NC(=S)Nc1ccc(N=Nc2ccccc2C)cc1C)C(Cl)(Cl)Cl (configuration not stated)	1	1	1	-2	4	-7	5	0	1
Cc1cc(C)c(NC(=O)c2ccc(CNS(=O)(=O)c3cc(C(F)(F)F)ccc3Cl)cc2)c(C)c1	-1	-9	2	11	3	-5	-2	3	-14
O=C1CSC(c2nn(-c3ccccc3)cc2-c2cc3ccccc3oc2=O)N1Cc1ccco1 (configuration not stated)	2	7	2	-7	-5	-3	0	-3	0
O=C(NCc1cccc(F)c1)c1ccc2nc(N3CCOCC3)sc2c1	0	5	-8	-4	9	5	-4	3	2
COc1ccc(CNC(=O)Cn2nc([N+](=O)[O-])c(Br)c2C)cc1	-1	0	3	6	-3	-1	0	1	3
CN(CCC#N)C(=O)CC1(Cc2ccccc2)CCOC(C)(C)C1 (configuration not stated)	-4	2	5	0	1	2	2	3	-9
O=C(Cc1ccc([N+](=O)[O-])cc1)Nc1cccc(C(=O)N2CCOCC2)c1	6	.	0	.	6	.	-4	6	.

# Continued; the last two above are carried over.
molecule	PAFAH2 inh	LYPLA2 counter	pPAFAH FP inh	GSTO1 inh	PAFAH1B3 FP inh	LYPLA1 counter	PAD4 FP inh	PAFAH1B2 inh	PME-1 primary
CN(CCC#N)C(=O)CC1(Cc2ccccc2)CCOC(C)(C)C1 (configuration not stated)	-4	2	5	0	1	2	2	3	-9
O=C(Cc1ccc([N+](=O)[O-])cc1)Nc1cccc(C(=O)N2CCOCC2)c1	6	.	0	.	6	.	-4	6	.
Cc1ccccc1Nc1nnc(SCc2nc3ccccc3c(=O)[nH]2)s1	.	-2	-1	-8	.	0	6	.	-2
CCOP(=O)(c1ccc(N(C)C)cc1)C(O)c1cc(OC)c(OC)c(OC)c1 (configuration not stated)	-7	-1	3	0	6	-2	1	2	-1
COCCN1CCN(C(=O)C2CCC(=O)N(CCc3ccc(Cl)cc3)C2)CC1 (configuration not stated)	9	-4	3	3	5	-1	4	3	1
CCN1CCc2nc(NC(=O)C(c3ccccc3)c3ccccc3)sc2C1	-10	-19	0	-5	-5	-10	-5	-2	-18
CCOC(=O)COc1cc(Br)c(/C=N/Nc2ccccc2)cc1OC	10	3	3	6	6	0	2	2	-1
COc1ccc(/C=C/c2cccc[n+]2C)c(O)c1	5	2	2	-6	5	-2	0	3	-1
CCN=C1SC(C(=O)Nc2ccc(OC)cc2)CC(=O)N1CC (configuration not stated)	0	0	-3	4	15	-2	-2	7	1
O=C(COC(=O)c1ccco1)NC1CCCc2ccccc21 (configuration not stated)	39*	.	-2	.	10	.	4	1	.
N#C/C(=C(/O)c1ccc([N+](=O)[O-])cc1)c1nnc2n1CCCCC2	0	4	1	-9	0	2	-1	2	-6
Cn1nnnc1SCC(=O)N1CCN(c2ccccc2)CC1	-4	-12	-10	5	1	-3	3	3	-6
O=C(NCc1ccc(F)cc1)C1CC(=O)N(Cc2ccco2)C1 (configuration not stated)	1	-1	1	-5	5	-4	-2	4	-3
Cc1onc(-c2c(Cl)cccc2Cl)c1C(=O)N1CCN(c2ccccc2)CC1	2	1	1	0	11	4	1	-5	-1
CC(C)COc1cccc(C(=O)Nc2ccc(CN3CCOCC3)cc2)c1	-4	7	5	8	0	-3	4	3	-11
Cc1c(NC(=O)C(C)Oc2ncnc3ccccc23)c(=O)n(-c2ccccc2)n1C (configuration not stated)	1	1	6	1	0	0	2	-2	-2
Cc1cccc(OC(C)C(=O)N2CCCc3ccccc32)c1 (configuration not stated)	-6	-2	4	5	4	0	0	2	1
OC1=C(O)c2nc3ccccc3nc21	10	-2	0	-2	7	1	5	3	0
CN(CCCC1CCCC1)C(=O)CCc1nnc(-c2ccccc2)o1	4	10	4	7	2	1	1	7	-7

# Screens as filed in PubChem.
